# SKN-1 inh = suppressors of acrylamide-induced Pgst-4::GFP reporter in worms, primary screen, SKN-1 inhibitor project, whole organism, uHTS, GFP/RFP fluorescence ratio, strain VP596. C. elegans VP596 Pgst-4::GFP/RFP ratio, 24 h. inhibition, % at 21.8 µM. 360,000 tested, 0.49% active. AID 624304, 2012;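 active = interference check ratio from 0.5 to 1.5 plus GFP to RFP signal ratio inhibition reaching or exceeding a fixed threshold, cut at about 30% in these data, passing the limit was not always enough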; note: some compounds called inactive have numbers as strong as hits
# MT1-MMP act inh = blockers of MT1-MMP proenzyme processing, primary screen, HT1080 RFP-PRO-GFP cells, GFP/RFP fluorescence; GFP/RFP ratio change, % at 20 µM; 360,000 tested, 0.061% active; Matrix metalloproteinase-14 (Homo sapiens), P50281; GFP/RFP ratio fluorescence, overnight; percent of plate control window, DMSO zero; AID 651647, 2012;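 active = GFP/RFP ratio change of at least 30% with cell ATP level not reduced by more than half and red fluorescence within 50% of control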; note: strong numbers were not always called active
#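 Assay system: RFP-PRO-GFP reporter HT1080 cells; read-out basis: GFP/RFP fluorescence ratio; benchmarks: DMSO wells and RFP-L50D-GFP cells; doses: 20 µM single dose, 1% DMSO; schedule: overnight cell settling, then overnight compound exposure, 37 °C, 5% CO2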
# bovine MsrA act = bovine MsrA enzyme activators, primary screen, biochemical, absorbance, HTS; 360,000 tested, 0.3% active; AID 602163, 2012; purified bovine MsrA, absorbance read-out; activation, % at 10.6 µM; in the data active = activation above about 7.5%;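 note: 0% = vehicle and 100% = reference activator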
# Rin1 Abl inh = inhibitors of Rin1-Abl protein binding, primary screen, biochemical, TR-FRET. Tyrosine-protein kinase ABL1 (Homo sapiens) + Ras and Rab interactor 1 (Homo sapiens), …. inhibition, % at 7.35 µM. 360,000 tested, 0.4% active. AID 588664, 2011; in the data active = inhibition above about 5%, passing the limit was not always enough
# MLLE-PAM2 inh = inhibitors of PABP1 MLLE–PAM2 peptide binding, primary screen, biochemical, fluorescence polarization, FITC-PAM2, GST-MLLE | inhibition, % at 20 µM | 360,000 tested, 0.36% active; in the data active = inhibition above about 35%, passing the limit was not always enough;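 note: plate controls were DMSO wells with GST-MLLE for no effect and wells lacking GST-MLLE protein for full effect; some results filed as inactive read as strong as hits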
# E coli Lon inh = inhibitors of E. coli Lon protease, primary screen, biochemical, fluorescence polarization; inhibition, % at 7.94 µM; 360,000 tested, 0.42% active; purified E. coli Lon protease; in the data active = inhibition above about 13%, passing the limit was not always enough;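 note: 0% = enzyme with probe and DMSO and 100% = no enzyme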
# CendR NRP1 mod = modulators of CendR peptide binding to NRP-1, primary screen, biochemical, fluorescence polarization, uHTS. FAM-RPARPAR peptide binding to NRP-1. Neuropilin-1 (Homo sapiens), O14786. inhibition, % at 25 µM. 360,000 tested, 0.85% active;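 active = inhibition or corrected inhibition above about 18%, plus a signal ratio from 0.5 to 1.5, limit read from the data, passing the limit was not always enough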; note: strong numbers were not always called active
# Neddyl block = inhibitors of cullin neddylation, primary screen, biochemical, TR-FRET, uHTS, NAE and Ubc12. calls only at 25 µM. 360,000 tested, 0.58% active. AID 651699, 2012; in the data active = inhibition above about 36%
# FAS-TE inh = FAS thioesterase domain inhibitors, primary screen, biochemical, fluorescence intensity, uHTS; inhibition, % at 15 µM; recombinant FAS-TE, OMFH fluorogenic substrate, fluorescence endpoint; Fatty acid synthase (Homo sapiens), P49327; 360,000 tested, 0.67% active;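 active = compounds whose normalised, plate-corrected inhibition of enzyme fluorescence in the single-dose primary screen is 50% or more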;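 note: 0% = DMSO with enzyme and 100% = substrate without enzyme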
# Active calls of the source: *; i = inactive; x = no result given. Compounds as they come. Share with any hit: about 4%.
SMILES,SKN-1 inh,MT1-MMP act inh,bovine MsrA act,Rin1 Abl inh,MLLE-PAM2 inh,E coli Lon inh,CendR NRP1 mod,Neddyl block,FAS-TE inh
O=C(NCCc1ccc(F)cc1)c1ccc(Cl)c(S(=O)(=O)N2CCOCC2)c1,-5,-7,-3,0,-8,-5,-9,i,0
Cc1ccccc1C(=O)Nc1nc2c(C)csc2c(=O)s1,-12,0,-7,0,4,2,1,i,51*
Cn1c2c(c(=O)n1-c1ccccc1)CSCC2,5,-2,-1,3,1,-3,9,i,-3
Cc1ccc(Cl)cc1N1CCN(C(=O)CN2C(=O)c3cccc4cccc2c34)CC1,-17,-4,-8,0,-4,-3,-15,x,18
CC(C)c1cc(C(F)(F)F)n2nc(C(=O)Nc3ccc4c(c3)OCO4)cc2n1,26,2,-1,5,-4,0,3,i,13
CC1CCCN(C(=S)SCC(=O)O)C1 (stereo not drawn),-2,2,-2,-3,0,-8,0,i,-12
Cc1cc(/C=C2/C(=N)N3C(=NC2=O)SN=C3S(C)(=O)=O)c(C)n1-c1ccc(F)cc1,5,-4,-2,2,-9,0,-8,i,3
CCNC(=S)NNC(=O)CSc1nc2ccccc2n1C,1,-1,-4,-2,-18,-4,4,i,-3
O=C(Nc1ccccc1)C1=C(c2ccccc2)S(=O)(=O)CCS1(=O)=O,8,-11,-8,-1,33,4,-4,i,80*
Cn1c(=O)n(-c2ccccc2)c(=O)c2c3c(sc21)COC(C)(C)C3,-7,-3,-6,-1,-6,2,0,i,-4
CCCc1nnc(NC(=O)CCC(=O)N2CCN(C3c4ccccc4-c4ccccc43)CC2)s1,12,0,-3,-1,1,1,-11,i,-12
Cc1ccc(C(=O)OCC(=O)N(C)c2ccccc2)cc1C,12,3,0,0,-7,-5,4,i,0
CC(C)CNC(=O)c1cccc(Cn2cc(Cl)cn2)c1,3,-3,3,-3,6,-7,3,i,-3
CN1OC[C@@H]2CN(C(=O)CCc3ccccc3)[C@H](c3ccc(N4CCCCC4)cc3)C[C@@H]21,0,0,-10,7,-12,-13,-16,i,-4
COc1cc(C(=O)NCc2ccco2)c(Br)c(OC)c1OC,1,-1,-8,5,-5,0,-4,i,-9
CCCCCCCC/C=C\CCCCCCCC(=O)NCCO,-18,1,-6,0,4,1,-6,i,12
Cc1cc(=O)[nH]c(SCC(=O)Nc2ccc(Br)cc2)n1,3,4,-2,-2,3,9,-6,i,-2
CCCOc1ccc(-c2nc(N3CCN(CC)CC3)c3ccccc3n2)cc1,18,0,-1,1,-11,-9,-4,i,12
COc1ccc(N/C(=C2\CCCC2=O)C2CCCCC2)cc1,-5,-2,-3,-1,-2,-13,-1,i,16
CCCCCCC(=O)N(O)C1CC(=O)N(Cc2ccccc2)C1=O (stereo not drawn),-4,-1,-1,0,6,3,-1,i,1
S=C(NCCCCN(Cc1ccc(Cl)cc1)c1ccc(Br)cn1)NCCCc1cnc[nH]1,20,5,-3,-3,-6,3,-16,i,-116
CCOc1ccc(NC2=CC(=O)C(=O)c3ccccc32)cc1,12,11,5,-10,-6,4,23,i,16
CCCc1[nH]nc2c1C(c1ccoc1)C(C#N)=C(N)O2 (stereo not drawn),5,2,-3,0,-12,2,-10,i,-8
Cc1csc(NC(=O)Nc2ccc(Cl)cc2)n1,3,5,1,2,-12,-1,26*,i,0
CCN(CC(=O)Nc1ccc(C(=O)OC)cc1)C1CCCCC1,12,0,-1,4,-10,2,10,i,1
SMILES,SKN-1 inh,MT1-MMP act inh,bovine MsrA act,Rin1 Abl inh,MLLE-PAM2 inh,E coli Lon inh,CendR NRP1 mod,Neddyl block,FAS-TE inh
CCOc1ccc(CN(C)C(=O)c2ccc(S(=O)(=O)N(C)c3ccccc3OC)cc2)cc1,0,-3,-6,3,2,0,-9,i,21
Cc1cccc(-c2nc(CSc3nc4c(c(=O)[nH]3)CCC4)c(C)o2)c1,-6,2,-6,-2,-6,5,3,i,5
O=C(CN1CCCCC1)Nc1cccc([N+](=O)[O-])c1,5,4,-11,-3,-1,2,9,i,-11
CCc1nnc(NS(=O)(=O)c2ccc(NC(=S)NC(=O)/C=C/c3ccc(F)cc3)cc2)s1,13,-1,-5,1,31,6,-76,i,2
O=C(CNc1cc(S(=O)(=O)N2CCOCC2)ccc1NCC1CCCO1)Nc1ccc(F)c(F)c1 (stereo not drawn),21,-3,0,2,2,-13,1,i,6
COc1ccccc1OCC(=O)NNC(=O)c1cccs1,4,-3,-1,-1,-12,-1,-4,i,-15
Cc1noc(C)c1NC(=O)N(C)C[C@H]1Oc2ccc(NS(=O)(=O)c3ccc(F)cc3)cc2C(=O)N([C@H](C)CO)C[C@@H]1C,16,-1,-2,1,-57,-11,8,i,-8
O=C(Nc1cccc2ccccc12)c1ccco1,5,3,-1,-3,7,-4,18,i,-1
O=C(NC1CCCCC1)C(c1ccc2ncccc2c1)N(Cc1ccc2c(c1)OCO2)C(=O)c1ccc2c(c1)OCCO2 (stereo not drawn),-4,-4,-2,2,6,5,14,i,29
O=C(c1ccc2c(c1)OCO2)N1CCN(S(=O)(=O)c2ccc(Br)cc2Cl)CC1,-10,-3,-4,0,3,-1,7,i,16
CC(C)(C)NC(=O)C1(N2C(=O)c3ccccc3C2=O)CCCC1,-9,-2,-7,2,0,6,9,i,-6
CCOC(=O)C1CCN(C(=O)c2ccc(S(=O)(=O)Nc3ccccc3OC)cc2)CC1,-14,5,0,2,3,-13,-2,i,1
Cc1cccc(C(=O)NNC(=O)c2csc(N3CCOCC3)n2)c1C,14,2,-3,-4,8,-9,3,i,-3
Cc1ccc(S(=O)(=O)n2nc(OC(=O)c3ccccc3C)cc2N)cc1,1,-2,-2,-1,-13,7,-6,i,22
CCCN(N=Nc1cccc([N+](=O)[O-])c1)c1cccc([N+](=O)[O-])c1,26,-1,-2,1,0,7,-4,i,36
COc1ccc(CC(N)c2csc(Nc3nccc(C(F)(F)F)n3)n2)cc1 (stereo not drawn),16,2,-1,4,10,-1,3,i,-20
CC(OC(=O)Cc1coc2ccc3ccccc3c12)C(=O)NC(N)=O (stereo not drawn),8,-5,-2,-3,-4,-4,-18,i,1
COc1ccc2cc(CN(C)C(=O)CN3C(=O)NC4(CCCC4)C3=O)ccc2c1,-5,7,-2,-5,-65,-5,7,i,-5
O=C(CN1C(=O)NC2(CCOc3ccccc32)C1=O)c1ccc(Br)cc1 (stereo not drawn),-6,1,-4,0,21,8,16,i,5
CCOc1ccc(CC(=O)OCc2cc(=O)n3cc(Br)ccc3n2)cc1,-14,1,-8,0,8,42*,-1,i,20
COc1ccc(C(=O)CN2C(=O)NC3(CCCc4ccccc43)C2=O)c(OC)c1 (stereo not drawn),11,0,-1,-2,4,-14,-6,i,3
CC(C)CN(CC(C)C)c1nnc(N)s1,6,-2,1,3,-19,1,-15,i,-4
Cc1cc(Nc2ccccc2)c2c([N+](=O)[O-])cc(C)c(C)c2n1,21,-1,-9,1,2,-9,3,i,17
C/C(=N/OC(=O)c1c(-c2c(Cl)cccc2Cl)noc1C)c1cnccn1,6,6,-4,0,-2,-2,1,i,19
CCN1CCN(C2=CC3=CC(=C(C#N)C#N)CCC3CC2)CC1 (stereo not drawn),-116,-97,0,-105,i,i,133,i,-157

# Reformatted with two lines to a compound: 4 of the compounds above
# Values run as follows: SKN-1 inh | MT1-MMP act inh | bovine MsrA act | Rin1 Abl inh | MLLE-PAM2 inh | E coli Lon inh | CendR NRP1 mod | Neddyl block | FAS-TE inh
- CCCc1nnc(NC(=O)CCC(=O)N2CCN(C3c4ccccc4-c4ccccc43)CC2)s1
  12 | 0 | -3 | -1 | 1 | 1 | -11 | i | -12
- Cc1ccc(C(=O)OCC(=O)N(C)c2ccccc2)cc1C
  12 | 3 | 0 | 0 | -7 | -5 | 4 | i | 0
- CC(C)CNC(=O)c1cccc(Cn2cc(Cl)cn2)c1
  3 | -3 | 3 | -3 | 6 | -7 | 3 | i | -3
- CN1OC[C@@H]2CN(C(=O)CCc3ccccc3)[C@H](c3ccc(N4CCCCC4)cc3)C[C@@H]21
  0 | 0 | -10 | 7 | -12 | -13 | -16 | i | -4

# The results go on:
SMILES,SKN-1 inh,MT1-MMP act inh,bovine MsrA act,Rin1 Abl inh,MLLE-PAM2 inh,E coli Lon inh,CendR NRP1 mod,Neddyl block,FAS-TE inh
COc1ccc(CC2C(=O)NC(C)C(=O)N(C)C3Cc4ccc(cc4)Oc4cc(ccc4O)CC(C(=O)NC(C)C(=O)NC(C)C(=O)N2C)N(C)C3=O)cc1 (stereo not drawn),19,-45,-4,4,6,1,4,i,-9
COC(=O)c1cc(NS(=O)(=O)c2ccc(Cl)c(N3C(=O)c4ccc(C(=O)O)cc4C3=O)c2)cc(C(=O)OC)c1,-8,-3,-14,-2,2,8,-19,i,-1
Cc1c(Cl)c([N+](=O)[O-])nn1CC(=O)NCC(C)C,-1,1,-11,2,-1,-2,4,i,-1
Nc1ncnc2c1ccn2[C@H]1CN(Cc2ccc3c(c2)OCO3)C[C@@H](COC(=O)c2ccccc2)O1,5,0,-1,1,2,5,11,i,1
CCOc1ccc2oc(C(=O)NC3CC(C)(C)NC(C)(C)C3)c(C)c2c1,9,0,-1,-1,-56,6,-8,x,-9
COc1cc(CNCc2cccs2)ccc1OCc1ccccc1,4,1,0,1,-7,-8,-14,i,-1
O=C1[C@H](Cc2ccccc2)NCCCC[C@H](c2ccco2)N1Cc1ccccc1,0,-21,-9,3,-12,7,10,i,21
CCCOC1CCCN(C(=O)c2ccc(OC)c(OC3CCN(C(C)C)CC3)c2)C1 (stereo not drawn),2,-6,-2,-3,-11,3,18,i,-3
CC(=O)NC1CCN(CC(=O)Nc2nccs2)CC1,1,1,-4,-2,8,-1,14,i,-8
Cc1cccc(C)c1NC(=O)C(c1ccncc1)N1CCN(C)CC1 (stereo not drawn),2,-1,x,x,x,x,-13,i,x
CC1(Oc2ccc(CC#N)cc2)CCN(Cc2ccccc2OC(F)F)C1 (stereo not drawn),-6,-3,-2,-1,-14,-4,-4,i,6
COc1ccc(S(=O)(=O)N(C)CC(=O)N2CCN(Cc3ccccc3)CC2)cc1C,-3,2,0,4,-9,0,-14,i,-11
CC(C)(C)c1ccc(C(=O)Nc2nnc(Cc3c[nH]c4ccccc34)s2)cc1,1,-4,-1,-2,-14,-26,-13,i,-13
COc1ccc(CNC(=O)c2ccc(Br)s2)cc1OC,0,0,-4,-2,-7,10,14,i,0
Cn1nnc(NC(=O)COc2ccc(C3CCCCC3)cc2)n1,1,4,-5,-3,0,0,-3,i,0
O=C1CCC(C(=O)Nc2cccc3ccccc23)N1 (stereo not drawn),6,-3,-2,-4,6,-1,6,i,-3
COC(=O)CSc1nnc(-c2cnccn2)n1C,-9,5,-1,-1,-10,-5,7,i,-10
COc1ccc(N(CC(=O)N/N=C/c2cccc(OC)c2OC)S(=O)(=O)c2ccccc2)cc1,0,-1,0,3,-2,1,-2,x,13
COCCCNC(=O)C1Cc2cc(S(=O)(=O)N3CCCC3)ccc2N1C(C)=O (stereo not drawn),-1,0,-1,-1,2,2,-3,i,-7
COc1ccc(NC(=O)c2cc(S(=O)(=O)N3CCCC3)oc2C)cc1,-8,-1,-2,-2,4,3,1,i,-2
CC(=O)N1C[C@@H](CO)[C@@H](N(C)C(=O)C(C)(C)C)C[C@H]1c1ccccc1,0,4,-2,3,13,2,10,i,-6
O=c1nc2ccc(Cl)cn2c2ccc(S(=O)(=O)N3CCOCC3)cc12,9,-1,-3,0,-3,-9,-7,x,1

# Source: PubChem BioAssay (several laboratories)
